Assay outcomes (PubChem BioAssay)
eLon inh = E. coli protease La inhibition | P0A9M0 | purified E. coli Lon protease, fluorescence polarization | inhibition, % at 7.94 µM | actives 0.42% (n = 360,000) | AID 602123; in the data active = inhibition above about 13%, passing the limit was not always enough;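 also: 0% = enzyme with probe and DMSO and 100% = no enzyme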
Target sequence (P0A9M0 whole entry, looked up): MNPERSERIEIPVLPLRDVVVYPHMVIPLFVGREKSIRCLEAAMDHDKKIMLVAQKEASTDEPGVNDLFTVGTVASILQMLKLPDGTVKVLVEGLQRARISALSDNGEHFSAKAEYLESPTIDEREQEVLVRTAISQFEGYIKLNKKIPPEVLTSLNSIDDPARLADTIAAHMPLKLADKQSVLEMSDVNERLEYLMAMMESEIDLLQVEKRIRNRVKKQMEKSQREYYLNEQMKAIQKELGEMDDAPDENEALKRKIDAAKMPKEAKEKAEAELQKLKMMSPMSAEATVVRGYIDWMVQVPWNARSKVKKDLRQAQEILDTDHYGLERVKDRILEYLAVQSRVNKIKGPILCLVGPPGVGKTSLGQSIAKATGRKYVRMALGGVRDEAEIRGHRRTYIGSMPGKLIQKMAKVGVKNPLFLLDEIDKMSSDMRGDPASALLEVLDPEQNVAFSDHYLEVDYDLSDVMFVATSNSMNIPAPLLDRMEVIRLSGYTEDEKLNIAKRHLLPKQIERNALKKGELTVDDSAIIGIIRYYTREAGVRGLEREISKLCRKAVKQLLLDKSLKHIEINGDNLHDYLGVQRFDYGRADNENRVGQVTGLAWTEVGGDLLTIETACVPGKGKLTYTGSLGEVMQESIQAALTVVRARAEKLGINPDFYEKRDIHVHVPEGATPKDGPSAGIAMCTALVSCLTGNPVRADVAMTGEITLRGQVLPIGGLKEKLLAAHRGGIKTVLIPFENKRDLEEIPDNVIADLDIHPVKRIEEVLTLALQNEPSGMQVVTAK
MsrA act = bovine methionine sulfoxide reductase A activation. AID 602163. actives 0.3% (n = 360,000). purified bovine MsrA, absorbance read-out. activation, % at 10.6 µM; in the data active = activation above about 7.5%;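 also: 0% = vehicle and 100% = reference activator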
MLLE-PAM2 inh = blocks PAM2 peptide binding to the PABP1 MLLE domain; P11940; GST-MLLE / FITC-PAM2 fluorescence polarization; inhibition, % at 20 µM; actives 0.36% (n = 360,000); AID 588489; in the data active = inhibition above about 35%, passing the limit was not always enough;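 also: plate controls were DMSO wells with GST-MLLE for no effect and wells lacking GST-MLLE protein for full effect; some results filed as inactive read as strong as hits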
Rin1-Abl PPI inh = blocks binding of human Rin1 to Abl | P00519+Q13671 | TR-FRET Rin1/Abl binding, biochemical | inhibition, % at 7.35 µM | actives 0.4% (n = 360,000) | AID 588664; in the data active = inhibition above about 5%, passing the limit was not always enough
MsrA inhibitor = inhibits bovine methionine sulfoxide reductase A; purified bovine MsrA, absorbance read-out; inhibition, % at 15.5 µM; actives 0.75% (n = 360,000); AID 651718; in the data active = inhibition above about 4.5%;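 also: 0% = vehicle wells with enzyme and 100% = reference inhibitor wells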
CSN deneddyl inh = CSN deneddylation inhibition | Q92905 | Purified CSN, SCF-Nedd8-OG deneddylation, fluorescence polarization | inhibition, % at 12.5 µM | actives 0.38% (n = 360,000) | AID 651999;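 active = pattern-corrected inhibition above about 35%, with an unprinted fluorescence ratio check between 0.5 and 1.5, limit read from the data, passing the limit was not always enough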;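 also: 0% = enzyme with substrate and 100% = substrate without enzyme; some results filed as inactive read as strong as hits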
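Material: human Csn5 produced in HEK293T cells; Input: enzyme 0.24 nM; Reagent: SCFSkp2-Nedd8OG substrate at 10 nM final; Dosing: 12.5 µM compound; Incubation: 90 min reaction at room temperature; Detection: fluorescence polarization of the substrate; Evaluation: % inhibition of substrate cleavage by Csn5; Control set: substrate-only high control, full reaction low control.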
Rpn11 block = inhibitors of human proteasome Rpn11 | actives 0.59% (n = 360,000) | human 26S proteasome, Ub4-pepOG fluorescence polarization; 20S core pre-blocked with epoxomicin | calls only at 20 µM | AID 588493;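 active = inhibition at 20 µM, scaled to each plate's controls, above about 33%, limit read from the data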
MT1-MMP act inh = MT1-MMP (human) activation inhibition; P50281; HT1080 RFP-PRO-GFP cells, GFP/RFP ratio fluorescence, overnight; percent of plate control window, DMSO zero; GFP/RFP ratio change, % at 20 µM; actives 0.061% (n = 360,000);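 active = GFP/RFP ratio change of at least 30% with cell ATP level not reduced by more than half and red fluorescence within 50% of control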; also: strong numbers were not always called active
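Assay system: HT1080 cells carrying an RFP-PRO-GFP reporter | Dosing: Single dose of 20 µM compound, 1% DMSO final | Incubation: Cells overnight before dosing, compound overnight, 37 °C, 5% CO2 | Evaluation: GFP/RFP fluorescence ratio | Control set: DMSO and RFP-L50D-GFP cell wells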
FAS-TE inh = inhibitors of human fatty acid synthase thioesterase domain | recombinant FAS-TE, OMFH fluorogenic substrate, fluorescence endpoint | inhibition, % at 15 µM | actives 0.67% (n = 360,000) | AID 602261;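 active = compounds whose normalised, plate-corrected inhibition of enzyme fluorescence in the single-dose primary screen is 50% or more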;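 also: 0% = DMSO with enzyme and 100% = substrate without enzyme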
The depositor's hits bear a star; i = inactive; . = no result given.

SMILES | eLon inh | MsrA act | MLLE-PAM2 inh | Rin1-Abl PPI inh | MsrA inhibitor | CSN deneddyl inh | Rpn11 block | MT1-MMP act inh | FAS-TE inh
COC(=O)[C@@]12CCCN1[C@H](c1ccc(-c3cccc(Cl)c3)c(OC)c1)[C@H]1C(=O)N(C)C(=O)[C@H]12 | -7 | 1 | 19 | 2 | 0.1 | 99 | i | 1 | 4
O=P(CCc1ccccc1)(c1ccccc1)c1ccccc1 | -13 | 1 | 5 | 0 | 0.7 | -6 | i | -2 | 0
O=C(C1CCN(c2ncnc3c2sc2cccc(F)c23)CC1)N1CCOCC1 | -11 | -3 | 1 | -1 | 1.0 | 0 | i | 1 | 0
CC(CCc1ccccc1)NC(=O)C(=O)NCCc1ccccc1 (stereo not given) | -18 | -2 | 2 | -2 | -0.4 | -3 | i | 2 | -5
O=C(c1cc(Cl)c(=O)n(Cc2ccccc2)c1)N1CCOCC1 | -10 | 9.2* | 0 | 1 | -1.4 | -5 | i | -5 | -4
Cc1cc(C)c(S(=O)(=O)N2CC=C(c3ccccc3)CC2)c(C)c1 | 1 | 0 | -4 | 3 | -0.3 | -1 | i | 0 | 25
CC(C)n1c(=O)[nH]c2cc(C(=O)Nc3ccccc3)ccc21 | 4 | -1 | -5 | 1 | -0.5 | 4 | i | 4 | 0
O=C(Nc1cccc(F)c1)c1ccc(S(=O)(=O)N2CCOCC2)cc1 | -1 | -6 | 13 | 2 | 0.8 | 2 | i | 6 | -6
COc1cccc(-c2nc(C(=O)NCCCN3CCOCC3)cc3c2[nH]c2ccccc23)c1 | 8 | -7 | 21 | -1 | 0.9 | 1 | i | 4 | 6
S=C1NCN(Cc2ccco2)CN1c1ccccc1 | -8 | 0 | -52 | 3 | -0.1 | 0 | i | -1 | -4
Cc1cc(NC(=O)CSc2nc3ccccc3s2)no1 | -4 | 1 | 6 | 1 | 0.7 | -6 | i | -5 | -2
COc1cccc(NC(=O)c2ccccc2F)c1 | 8 | 0 | -4 | 1 | -0.3 | -5 | i | 6 | -6
COc1ccc(-c2noc(CCC(=O)NCCN3CCN(c4ccccc4F)CC3)n2)cc1 | 8 | -5 | -7 | 1 | -0.7 | 3 | i | 5 | 0
Cc1ccc(C)c(C(O)c2ncc(-c3ccc4ccccc4c3)[nH]2)c1 (stereo not given) | -9 | -1 | 7 | -7 | 2.0 | 3 | i | 4 | 3
COc1ccc(NC(=O)CSc2nc3ncccc3[nH]2)cc1OC | -5 | 0 | -4 | -2 | -0.1 | 2 | i | -4 | -3
COc1cnn(-c2ccccc2)c(=O)c1OC | 6 | -8 | 4 | 3 | 0.9 | 1 | i | -1 | -5
O=C(CSc1ccc2nnc(-c3ccccn3)n2n1)Nc1ccccc1C(F)(F)F | -5 | -7 | 9 | -5 | 0.6 | 3 | i | -1 | -6
COc1ccc(OC)c(/C=C2\Oc3cc(OCC(=O)N4CCC[C@H]4C(=O)O)ccc3C2=O)c1 | -13 | -5 | -42 | -4 | . | 7 | i | -63 | -7
Cc1nn(CC(=O)Nc2c(C)n(C)n(-c3ccccc3)c2=O)c(C)c1[N+](=O)[O-] | 1 | -4 | 0 | -3 | -1.4 | 2 | i | -1 | 0
CCOc1ncccc1C(=O)OCC(=O)Nc1ccc2c(c1)OCCO2 | -3 | -2 | -11 | 0 | -0.4 | -4 | i | 0 | -9
O=C(NC(=S)Nc1ccccc1Cl)c1cnn2c(C(F)(F)F)cc(C(F)(F)F)nc12 | -2 | -3 | -4 | 1 | -0.6 | -2 | i | 0 | 3
Cc1nc2ccc(NC(=O)CSc3ccccc3)cc2s1 | -4 | -6 | -4 | 1 | -1.4 | 2 | i | -1 | -2
O=S(=O)(Nc1ccc2c(c1)OCCO2)c1cccs1 | 2 | -1 | -4 | 3 | -0.7 | -3 | i | -2 | -4
CCC(=O)NCCNC(=O)c1c(SC)nsc1SC | 0 | 1 | 1 | 0 | -0.9 | -2 | i | 0 | -8
Cc1ccccc1-c1csc(C(O)c2cccc(Cl)c2)n1 (stereo not given) | 3 | -2 | 0 | -1 | 0.5 | -2 | i | 1 | 19
CC1=CC2=NC(=O)CC(C)(C(=O)N(CC(=O)NC3CCCC3)c3ccccc3C)N2C=C1 (stereo not given) | -3 | -2 | 4 | 0 | 0.3 | -5 | i | 0 | -4
CCOC(=O)C1(Cc2ccc(OC)cc2)CCN(C(=O)Cc2cccnc2)CC1 | -4 | -4 | 6 | 5 | -0.3 | -3 | i | 1 | -4
Cc1ccc(C(=O)OCC(=O)N2CCCCCC2)c(O)c1 | -10 | -5 | 8 | 2 | 0.7 | -2 | i | 4 | -1
CC(NC(=O)c1ccc(F)cc1F)C1CC2CCC1C2 (stereo not given) | 1 | -10 | 5 | 8.1* | 0.2 | 4 | i | 7 | 2
Cc1ccc(-c2nnc(Nc3ccccc3)c3ccccc23)cc1S(=O)(=O)NCC1CCCO1 (stereo not given) | 6 | -3 | 7 | -7 | 3.5 | -2 | i | 8 | 15
CCN(CC)S(=O)(=O)c1ccc(N=N/C(C(C)=O)=C(/C)O)cc1 | -10 | -10 | 1 | 1 | 3.5 | -1 | i | 1 | 2
O=C(Nc1ccc(S(=O)(=O)Nc2ccccn2)cc1)c1cccc([N+](=O)[O-])c1 | -6 | -3 | 10 | 0 | 0.1 | 3 | i | 1 | -4
Cc1ccccc1C(=O)N1CCN(c2ccc(NC(=S)NC(=O)c3cccs3)cc2)CC1 | 2 | -8 | 28 | 0 | 1.1 | 1 | i | -1 | 4
CNc1ccccc1C(=O)OCC(C)=O | -10 | -1 | -17 | 3 | . | 3 | i | 2 | -6
CN(C)CCNC(=O)CNC(=S)N(Cc1ccccc1)Cc1ccccc1F | -1 | -1 | -10 | -8 | 1.4 | 1 | i | 2 | -4
O=C(NCCCN1CCCC1=O)c1cccc(S(=O)(=O)Nc2ccc(F)cc2)c1 | 7 | -7 | -2 | 2 | -0.4 | -4 | i | -1 | 4
COC(=O)[C@H](C)NC(=O)/C=C/c1ccc(OC)cc1 | -1 | -3 | 23 | -2 | 2.8 | 8 | i | -2 | -6
C=CCNC(=S)NNc1nc2c(c(=O)[nH]1)C1(CCCC1)Cc1ccccc1-2 | 7 | -1 | -35 | -1 | 0.6 | 1 | i | 2 | 12
O=C(Cn1ncc2c3ccccc3n(Cc3ccc(Cl)cc3)c2c1=O)NCCCN1CCCC1=O | -14 | -4 | -2 | 1 | 1.2 | 2 | i | -3 | 6
COCCNc1nc(NCc2ccccc2)nc2ccsc12 | -1 | -6 | 10 | 3 | 0.7 | -1 | i | -4 | -5
COc1ccccc1C(=O)NCCC(=O)NCC(c1ccco1)N1CCCC1 (stereo not given) | 12 | -4 | -6 | 3 | 0.5 | 2 | i | 3 | -8
CC(C)(C)NC(=O)NC(=O)CSc1nncs1 | -12 | -15 | 8 | 2 | -0.6 | -6 | i | 0 | -5
COc1cc(NC(=O)c2ccc3c(SCC(=O)O)c4c(nc3c2)CCC4)cc(OC)c1OC | 2 | -10 | -16 | -2 | 0.9 | 3 | i | 9 | 0
COc1cc(C(=O)Nc2sc(C)c(C)c2C(=O)O)cc(OC)c1OC | -1 | -12 | 3 | 3 | -0.8 | 1 | i | 13 | -2
O=C(Nc1nc2ccccc2n1Cc1ccccc1)c1ccco1 | -2 | -4 | 6 | -2 | 3.1 | 1 | i | -1 | 9
O=C(Nc1ccc2c(c1)OCO2)C1CCN(C(=O)c2ccc(Cl)cc2)CC1 | 5 | -3 | -10 | 2 | 0.6 | 3 | i | 0 | 14
COc1cccc(/C=N/Nc2ccc(C(=O)O)cc2)c1O | 7 | -4 | 11 | 0 | 3.3 | 12 | i | -1 | -2
CCCN(CC1CC1)C(=O)CSc1ncnc2sc(C)c(C)c12 | -1 | -1 | -18 | -2 | 0.6 | -2 | i | 1 | 13
CC1(c2cccc(Br)c2)NC(=O)N(CC(=O)Nc2ccc3c(c2)OCCO3)C1=O (stereo not given) | 5 | -1 | -22 | 4 | -0.5 | 0 | i | 2 | 14
CCN(CC)C(=O)CSc1nnc(-c2ccco2)n1Cc1ccco1 | -6 | -2 | -19 | 1 | 0.1 | 0 | i | 1 | -5
CCOC(=O)c1ccc(NC(=O)NCc2ccncc2)cc1 | 1 | -2 | 1 | 2 | -0.5 | -6 | i | -1 | -7
O=C(NC(=S)Nc1ccc(N2CCOCC2)cc1)c1cccs1 | -6 | -5 | 28 | 0 | 1.4 | -2 | i | 6 | 0
CCC(C)C(NC(=O)C1CCC(C)CC1)C(=O)NCc1cccnc1 (stereo not given) | -1 | -5 | 8 | -2 | 0.3 | 0 | i | -1 | -3
O=C(NCCc1ccc(Cl)cc1)C1CCCN1C(=O)Nc1ccc(F)cc1 (stereo not given) | 0 | -3 | 2 | -2 | 0.5 | -2 | i | -2 | -3
COc1ccccc1C(CNC(=O)C(CCSC)NC(=O)c1ccccc1Cl)N1CCCC1 (stereo not given) | -1 | -1 | 1 | 0 | -0.1 | 15 | i | 0 | -6

Among those listed so far, these have fluorine:
SMILES | eLon inh | MsrA act | MLLE-PAM2 inh | Rin1-Abl PPI inh | MsrA inhibitor | CSN deneddyl inh | Rpn11 block | MT1-MMP act inh | FAS-TE inh
O=C(C1CCN(c2ncnc3c2sc2cccc(F)c23)CC1)N1CCOCC1 | -11 | -3 | 1 | -1 | 1.0 | 0 | i | 1 | 0
O=C(Nc1cccc(F)c1)c1ccc(S(=O)(=O)N2CCOCC2)cc1 | -1 | -6 | 13 | 2 | 0.8 | 2 | i | 6 | -6
COc1cccc(NC(=O)c2ccccc2F)c1 | 8 | 0 | -4 | 1 | -0.3 | -5 | i | 6 | -6
COc1ccc(-c2noc(CCC(=O)NCCN3CCN(c4ccccc4F)CC3)n2)cc1 | 8 | -5 | -7 | 1 | -0.7 | 3 | i | 5 | 0
O=C(CSc1ccc2nnc(-c3ccccn3)n2n1)Nc1ccccc1C(F)(F)F | -5 | -7 | 9 | -5 | 0.6 | 3 | i | -1 | -6
O=C(NC(=S)Nc1ccccc1Cl)c1cnn2c(C(F)(F)F)cc(C(F)(F)F)nc12 | -2 | -3 | -4 | 1 | -0.6 | -2 | i | 0 | 3
CC(NC(=O)c1ccc(F)cc1F)C1CC2CCC1C2 (stereo not given) | 1 | -10 | 5 | 8.1* | 0.2 | 4 | i | 7 | 2
CN(C)CCNC(=O)CNC(=S)N(Cc1ccccc1)Cc1ccccc1F | -1 | -1 | -10 | -8 | 1.4 | 1 | i | 2 | -4
O=C(NCCCN1CCCC1=O)c1cccc(S(=O)(=O)Nc2ccc(F)cc2)c1 | 7 | -7 | -2 | 2 | -0.4 | -4 | i | -1 | 4
O=C(NCCc1ccc(Cl)cc1)C1CCCN1C(=O)Nc1ccc(F)cc1 (stereo not given) | 0 | -3 | 2 | -2 | 0.5 | -2 | i | -2 | -3
